USP2a inh = qHTS Assay for Inhibitors of Ubiquitin-specific Protease USP2a Using CHOP2 as the Reporter. Ubiquitin carboxyl-terminal hydrolase 2 (Homo sapiens), O75604. USP2 core, Ub-CHOP2 coupled fluorogenic reporter, 485/531. Potency, µM (top dose mostly 38.3 µM), inactives show top-dose activity change, negative = inhibition, actives largely listed as inhibitors. actives 0.01% (n = 330,000);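 further: potency means the concentration at half of the fitted maximal effect; plate controls were DMSO wells for no effect and full inhibition by NEM control for full effect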
Target sequence (O75604 whole entry, looked up): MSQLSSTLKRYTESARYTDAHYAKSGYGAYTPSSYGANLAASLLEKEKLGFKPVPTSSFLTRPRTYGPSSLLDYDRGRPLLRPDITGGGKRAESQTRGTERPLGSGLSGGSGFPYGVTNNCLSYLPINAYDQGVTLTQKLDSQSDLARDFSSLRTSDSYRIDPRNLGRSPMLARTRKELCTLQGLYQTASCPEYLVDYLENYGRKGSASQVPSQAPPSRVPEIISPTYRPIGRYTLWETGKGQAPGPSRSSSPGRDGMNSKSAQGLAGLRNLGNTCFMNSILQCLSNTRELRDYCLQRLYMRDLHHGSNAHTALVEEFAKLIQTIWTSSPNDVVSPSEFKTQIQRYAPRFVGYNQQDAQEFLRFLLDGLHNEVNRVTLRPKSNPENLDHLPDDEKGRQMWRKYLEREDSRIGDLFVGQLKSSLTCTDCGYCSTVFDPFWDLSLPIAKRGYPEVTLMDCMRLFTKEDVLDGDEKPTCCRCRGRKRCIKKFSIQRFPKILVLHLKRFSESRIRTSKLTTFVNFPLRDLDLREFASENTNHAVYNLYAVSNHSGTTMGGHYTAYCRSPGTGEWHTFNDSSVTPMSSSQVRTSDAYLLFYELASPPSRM
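USP2 core (10nM final) preincubated 30min RT with compound in 20mM Tris-HCl pH 8.0, 2mM CaCl2, 2mM beta-mercaptoethanol, 0.05% CHAPS; 25nM Ub-CHOP2 plus 25nM reporter substrate added, fluorescence (Ex485/Em531) read after 60min.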
TSG101-PTAP inh = qHTS Assay for Iinhibitors of HIV-1 Budding by Blocking the Interaction of PTAP/TSG101 | Potency, µM (series often up to 115 µM), without a hit: at the top dose activity change, negative = inhibition, usual class: inhibitors | Tumor susceptibility gene 101 protein (Homo sapiens), Q99816 | 340,000 tested, under 10 active | Fluorescence polarization, FITC-PTAP peptide / Tsg101 binding | AID 493005, 2010; active means well fitted inhibition curve with a large enough effect in the main read-out, with a control signal flat, not every such curve was filed as active; inconclusive means small, poorly fitted or top-dose-only effect, or effect the other way, or a change in a side signal; inactive means no such curve, though single readings can be large or run the other way; further: potency means the concentration at half of the fitted maximal effect; % of control where 0% means no effect
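Compounds were pin-transferred onto Tsg101 binding domain (10 uM final) in HEPES pH 7.5 buffer, then FITC-PTAP peptide was added at 50 nM final. After 20 min at RT, polarization reported peptide displacement across a qHTS concentration series.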
Mito fusion act = qHTS Assay for Small Molecule Inhibitors of Mitochondrial Division or Activators of Mitochondrial Fusion; S. cerevisiae fusion-defective mutant growth rescue, CellTiterGlo 48 h; actives 0.23% (n = 320,000); Potency, µM (top dose mostly 46.1 µM), for the others: at the top dose growth rescue (activation), most hits filed as activators;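 further: potency means the concentration at half of the fitted maximal effect; % of control where 0% means no effect; nearly all actives have a fitted effect of over 45% in size; temperature-sensitive fusion mutants such as fzo1-1 at 37 °C on non-fermentable ethanol glycerol medium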
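Read-out: ATP-based luminescence (CellTiterGlo, 10 min ambient) reporting growth of fusion-defective ts yeast after 48 hours at 37C on glycerol/ethanol YPEG medium in the presence of compound.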
Tb PFK block = qHTS Assay to Find Inhibitors of T. brucei phosphofructokinase | ATP-dependent 6-phosphofructokinase (Trypanosoma brucei brucei), O15648 | T. brucei PFK, ADP-Glo luminescence | Potency, µM (top dose mostly 57.5 µM), without a hit: at the highest dose activity, negative = inhibition, most hits filed as inhibitors | actives 0.17% (n = 330,000);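 further: potency means the concentration at half of the fitted maximal effect; 0% = uninhibited 1x PFK enzyme wells and -100% = no-enzyme wells; nearly all actives have a fitted effect of over 60% in size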
Target sequence (O15648 whole entry, looked up): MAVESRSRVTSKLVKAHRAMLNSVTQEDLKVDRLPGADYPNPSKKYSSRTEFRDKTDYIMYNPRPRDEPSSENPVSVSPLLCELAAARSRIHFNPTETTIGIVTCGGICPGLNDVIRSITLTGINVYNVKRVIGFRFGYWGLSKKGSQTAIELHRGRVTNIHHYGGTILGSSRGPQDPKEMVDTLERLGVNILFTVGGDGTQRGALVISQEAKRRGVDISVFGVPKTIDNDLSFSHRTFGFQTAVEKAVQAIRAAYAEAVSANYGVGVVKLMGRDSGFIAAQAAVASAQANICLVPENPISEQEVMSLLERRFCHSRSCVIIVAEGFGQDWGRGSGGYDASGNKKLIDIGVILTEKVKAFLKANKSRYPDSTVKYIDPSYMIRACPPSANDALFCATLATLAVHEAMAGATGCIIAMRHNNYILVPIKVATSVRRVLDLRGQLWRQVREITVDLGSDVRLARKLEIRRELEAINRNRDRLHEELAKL
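Luminescent ADP detection (ADP-Glo, two-step: ATP depletion then ADP-to-ATP conversion for luciferase) reported PFK activity after 45 min room-temperature reaction of 1.25 nM enzyme with 0.5 mM F6P and 0.1 mM ATP at pH 8.0.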
Eya2 phos inh = qHTS Assay for Inhibitors of the Phosphatase Activity of Eya2; Protein phosphatase EYA2 (Homo sapiens), O00167; recombinant Eya2, OMFP fluorescence dephosphorylation (OMFP is methylfluorescein phosphate); Potency, µM (series often up to 76.9 µM), for inactives: at the highest dose activity, negative = inhibition, hits mostly inhibitors; actives 0.006% (n = 330,000); AID 488837, 2010; further: potency means the concentration at half of the fitted maximal effect; on the % scale 0 is the no-effect control and ±100 the full control effect
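Eya2 (0.2 uM) preincubated 10 min at ambient with compound, then OMFP substrate added at 50 uM; 10 min reaction in 50 mM HEPES pH 7.5, 50 mM NaCl, 5 uM MgCl2, 0.05% BSA, 1 mM DTT. Fluorescence read at Ex 485/Em 525 nm.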
TCR activator = Activators of T cell receptors: qHTS campaign | primary human leukocytes, anti-CD3, IL-2 HTRF, 48 h | Potency, µM (highest dose often 9.22 µM), without a hit: top-dose activation of IL-2 secretion, most hits filed as activators | 330,000 tested, under 10 active | AID 504894, 2011; further: % of control where 0% means no effect
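48 hr co-incubation of compounds, a-CD3 beads and primary human leukocytes; IL-2 quantified homogeneously by HTRF with anti-IL-2 K and d2 conjugates.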
B2AR arrestin = qHTS assay of beta-arrestin-biased ligands of beta2-adrenergic receptor; Beta-2 adrenergic receptor (Homo sapiens), P07550; Potency, µM (top dose mostly 46.1 µM), for the others: at the top dose activation, most hits filed as activators; actives 0.02% (n = 330,000); beta-arrestin recruitment to beta2AR, cell-based reporter;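 further: potency means the concentration at half of the fitted maximal effect; 0% = DMSO controls and full agonism = EC100 isoproterenol or metaproterenol; nearly all actives have a fitted effect of over 65% in size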
ELG1 repair inh = qHTS screen for small molecules that inhibit ELG1-dependent DNA repair in human embryonic kidney (HEK293T) cells expressing luciferase-tagged ELG1; HEK293T ELG1-luciferase reporter, luminescence, 16 h; DNA damage induced by 5-fluorouridine; Potency, µM (top dose mostly 46.1 µM), for inactives: top-dose activity change, negative = inhibition, most hits filed as inhibitors; actives 2.3% (n = 330,000); AID 504467, 2011; further: potency means the concentration at half of the fitted maximal effect; on the % scale 0 is the no-effect control and ±100 the full control effect; nearly all actives have a fitted effect of over 55% in size
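Luminescence from the luciferase reporter, measured 30 min after ONE-Glo reagent at room temperature, was the read-out. Beforehand, 2,000 cells per well were exposed for 16 hr at 37 °C to 5-fluorouridine together with compound or vehicle.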
uPA surface inh = qHTS for Inhibitors of Cell Surface uPA Generation | cell surface uPA generation assay, qHTS | Potency, µM (highest dose often 38.3 µM), for the others: at the top dose activity change, negative = inhibition, actives largely listed as inhibitors | actives 0.31% (n = 330,000); active means well fitted inhibition curve with a large enough effect; inconclusive means small, poorly fitted or top-dose-only effect; inactive means no such curve, though single readings can be large or run the other way; tested in mouse RAW 264.7 cells; further: potency means the concentration at half of the fitted maximal effect; on the % scale 0 is the no-effect control and ±100 the full control effect; nearly all actives have a fitted effect of over 55% in size
TSHR antag = Antagonists of the Thyroid Stimulating Hormone Receptor: HTS campaign; Thyrotropin receptor (Homo sapiens), P16473; TSHR-expressing cells, TSH-stimulated cAMP HTRF, 2 h; active compounds read low; activity change, negative = inhibition, % at 11.5 µM; actives 0.2% (n = 330,000);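 active means activity change below a set negative limit, meaning inhibition stronger than a set level, cut at about -70% in these data; inconclusive means activity change between two set negative limits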; further: on the % scale 0 is the no-effect control and ±100 the full control effect
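Read-out is FRET at 665 nm (cryptate excitation 337 nm) from a cryptate-tagged anti-cAMP antibody, competed by cell cAMP against cAMP-d2. Compounds are tested on freshly harvested TSHR cells challenged with 4nM TSH (EC80) for 2 hours at 37 deg C.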
Chronic BCR inh = qHTS Assay to Find Inhibitors of Chronic Active B-Cell Receptor Signaling. ABC-DLBCL IkBa-CBG/CBR reporter, luminescence ratio, 4 h. Potency, µM (top dose mostly 46.1 µM), for inactives: at the highest dose ratio change, negative = lower green/red ratio, usual class: inhibitors. actives 0.05% (n = 340,000). AID 493014, 2011; active means well fitted inhibition curve with a large enough effect in the signal ratio, with a control signal flat, not every such curve was filed as active; inconclusive means small, poorly fitted or top-dose-only effect, or effect the other way, or a change in a side signal; the % refers to the signal ratio;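 further: potency means the concentration at half of the fitted maximal effect; plate controls were basal doxycycline-induced cells for no effect and cells given 10 µM MG132 for full effect; MG132 reads +100%, hits lower the ratio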
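Doxycycline induced both beetle luciferases in TMD8 lymphoma cells; IKK-driven degradation limits the IkappaBalpha-fused green signal, while red luminescence normalises for cell number and nonspecific effects. Compounds tested up to 46 uM, 4 hrs.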
* hit, by the source's call; ? = inconclusive; · = no result given; [ ] = remark or other dose. Unless noted, the call rests on the fitted dose curve; in most records, active means well fitted curve in the direction sought with a large enough effect; inconclusive means small, poorly fitted or top-dose-only effect, or another doubt; inactive means no such curve, though single readings can be large; an effect the other way counts as inactive or inconclusive.

SMILES	USP2a inh	TSG101-PTAP inh	Mito fusion act	Tb PFK block	Eya2 phos inh	TCR activator	B2AR arrestin	ELG1 repair inh	uPA surface inh	TSHR antag	Chronic BCR inh
C[C@H](CO)N1C[C@H](C)[C@@H](CN(C)C(=O)Nc2ccc3c(c2)OCO3)Oc2c(NC(=O)Cc3ccccc3)cccc2C1=O	2%	-9%	·	-4%	-12%	11%	11%	-4%	17%	19	1%
O=C(O)c1cc(-c2ccc(Cl)cc2)n(-c2cccc(Cl)c2)n1	-1%	-7%	1%	-14%	-2%	-9%	0.0%	0%	9%	-13	?
CN(CC(=O)N1CCOCC1)C(=O)CSc1nc2ccccc2s1	-1%	0%	-10%	-1%	14%	·	0.6%	7%	1%	15	-14%
O=C(C1CCN(S(=O)(=O)N2CCC3(CC2)OCCO3)CC1)N1CCOCC1	-1%	-8%	0%	0%	28%	-2%	-0.4%	7%	10%	8	?
O=C1C2C3C=CC(C3)C2C(=O)N1c1ccccc1OS(=O)(=O)c1ccccc1 (configuration not stated)	2%	-1%	4%	-5%	7%	-5%[46.1 µM]	0.1%	-5%	-1%	9	0%
Oc1ccc2ccccc2c1CN1CCOCC1	0%	-8%	0%	0%	-1%	-4%	0.3%	7%	3%	-15	24%
CC(C)c1cc(-c2n[nH]c(=S)n2Cc2ccccc2)cs1	0%	-5%	-6%	-3%	2%	1%	0.1%	5%	·	-9	?
COc1ccc(Cl)cc1N1C(=NC(=O)C2CCCCC2)SC2CS(=O)(=O)CC21 (configuration not stated)	-1%	-8%	1%	-11%	-7%	-3%	0.3%	13%	-3%	1	1%
COc1ccccc1C1CC(=O)Oc2c(C(C)C)ccc(C)c21 (configuration not stated)	2%	-2%	·	-5%	-3%	-2%[46.1 µM]	-0.2%	1%	-2%	19	3%
CCc1ccc(CCC(=O)Nc2ccccc2C(=O)O)o1	2%	-5%	-3%	6%[0.46 µM]	-4%	5%	0.3%	?	·	40	?
COc1ccc(N(Cc2ccccc2)S(=O)(=O)c2cccc(C(=O)NCC3CCCO3)c2)cc1 (configuration not stated)	-4%	-10%	28%	1%	4%	0%	0.1%	?	2%	-2	2%
COc1cccc(/C=C/C(=O)NNC(=O)c2cc(C)oc2C)c1	0%	1%	6%	-3%	-8%	3%	0.3%	2%	11%	-2	?
Cc1c(NC(=S)N/C(=N/S(=O)(=O)c2ccccc2)c2ccccc2)c(=O)n(-c2ccccc2)n1C	8%	-1%	-5%	0%	9%	7%	-0.7%	-2%	3%	-5	-7%
Cc1ccc(S(=O)(=O)NC23CC4CC(CC(C4)C2)C3)cc1	-4%	-2%	?	0%	-26%	66%	-0.3%	6%	-2%	-41	0%
COC(=O)C(CC(=O)c1ccc(Cl)cc1)c1ccc(C(C)C)cc1 (configuration not stated)	3%	2%	10%	-1%	1%	2%	0.0%	?	5%	-16	12%
O=C(CC(c1ccccc1)c1ccco1)N1CCCCC1 (configuration not stated)	0%	·	-5%	3%	2%	·	-0.1%	-1%	·	-1	6%
CNC(=S)Nc1cccc([N+](=O)[O-])c1	2%	-2%	3%	-1%	3%	-4%	-0.3%	-4%	-1%	-5	-3%
COc1ccc(C(=O)NCCCNC(=O)c2ccccn2)cc1	2%	-1%	1%	-1%	-2%	-4%	-0.1%	10%	-2%	10	2%
O=C(Nc1ccc(F)cc1)Nc1ccccc1N1CCCCC1	-3%	-1%	-1%	-7%	-21%	-4%	0.1%	13µM*	-13%	-18	?
CC(=O)NC1=NC(=O)/C(=C/c2cc(C)n(-c3ccc(NC(C)=O)cc3)c2C)S1	-7%	11%	-9%	-28%	14%	1%	0.2%	?	-16%	-4	2%
Brc1c(-c2ccccc2)nc2n1Cc1ccccc1-2	-1%	-2%	-5%	-5%	?	-1%	-0.9%	?	?	-5	?
COc1ccc(C)cc1NC(=O)C1CCN(S(=O)(=O)c2cccc3nonc23)CC1	1%	0%	-7%	-1%	-23%	5%	0.0%	6%	2%	-7	2%
O=C(Nc1ccccc1)C1=C[C@@H](C2CC2)C[C@@H](OCc2ccc(CO)cc2)O1	-3%	-9%	3%	-1%	15%	-4%	0.2%	0%	-15%	1	1%
CCCOc1cccc(C(=O)Nc2cc(NC(=O)c3ccco3)ccc2OC)c1	-1%	-2%	?	-8%	-18%	1%	0.1%	?	-4%	-17	-9%
O=C(CCN1C(=O)c2ccccc2C1=O)N1CCOCC1	1%	-1%	-4%	7%	-11%	9%[46.1 µM]	-0.5%	3%	1%	11	-18%
O=C(O)c1ccc(C2SCC(=O)N2Cc2ccccc2)cc1 (configuration not stated)	-1%	-3%	2%	1%	-3%	1%	-0.3%	17%	-7%	-3	8%
O=C(CSc1nc2ccc(Cl)cc2[nH]1)Nc1ccc2[nH]c(=O)[nH]c2c1	4%	0%	-5%	-10%	-3%	3%	-0.3%	1%	5%	-2	6%
CCOC(=O)N1CCN(C(=O)/C(=C/c2cccc3ccccc23)NC(=O)c2ccc(OC)cc2)CC1	-1%	-14%	-6%	-7%	-19%	2%	-0.1%	-5%	·	-2	0%
CC(C)n1nc(C(=O)Nc2cccc(S(=O)(=O)NCc3ccco3)c2)c2ccccc2c1=O	-15%	-3%	2%	-11%	-23%	7%	0.0%	?	-12%	-10	0%
Cc1cc(OCC(=O)Nc2ccccc2C(N)=O)c2c(C)cc(=O)oc2c1	-1%	-2%	-5%	-2%	-27%	5%	-0.5%	3.7µM*	21%	-15	-6%
COc1ccc(CNC(=O)C(OC(C)=O)c2ccccn2)cc1 (configuration not stated)	0%	-1%	1%	-5%	-5%	2%	-0.7%	15%	0%	-11	-1%
O=C(NCc1cccnc1)/C(=C/c1ccc(-c2cccc(Cl)c2)o1)S(=O)(=O)c1ccccc1	2%	-5%	-12%	-21%	-5%	-3%	-0.5%	?	-8%	-10	?
O=C(CSc1cccc[n+]1[O-])Nc1ccc(N2CCOCC2)cc1	1%	·	3%	3%	17%	·	0.1%	13%	·	3	6%
S=C(Nc1cccc(Cl)c1)N1CCOCC1	1%	-5%	-1%	-10%	-15%	6%	0.0%	3%	·	3	?
N#Cc1c(C(F)(F)F)cc(-c2cccs2)nc1SCc1cccnc1	-1%	-3%	-1%	1%	4%	-1%	-0.6%	?	-23%	3	-5%
COc1ccc(C(=O)/C=C/c2ccccc2)c(O)c1	3%	-3%	-3%	-4%	-4%	-4%	5.1%	?	?	-15	-16%
CC(C)(C)c1ccc(OCCCN2CCCC2)cc1	-2%	-3%	0%	-10%	15%	-4%	-0.2%	10%	-17%	0	2%
CC12CCC(=O)N1C(C(=O)OCC(=O)Nc1ccc(Cl)c(Cl)c1)CS2 (configuration not stated)	1%	-4%	2%	-8%	-7%	-2%	0.0%	17%	7%	-9	-4%
O=C(CNC(=O)c1cccc(F)c1)N/N=C/c1ccc([N+](=O)[O-])s1	1%	-5%	4%	-8%	-3%	-2%	-0.2%	2.9µM*	10µM*	-8	-6%
CCOc1ccc(N2C(=O)CCC2=O)cc1	2%	-10%	-2%	-7%	12%	8%	-0.2%	5%	0%	3	-2%
CCC(CO)Oc1cc(NC(=O)c2cccc(C)c2)c2ncn(C(C)C)c2c1 (configuration not stated)	1%	1%	·	0%	-7%	-2%	0.1%	?	24%	-3	2%
CCCC1(C(=O)OCC)NC(c2ccc(O)cc2)C2C(=O)N(c3ccc4c(c3)OCCO4)C(=O)C21 (configuration not stated)	0%	-3%	-1%	-2%	-19%	7%	0.0%	-9%	4%	10	-17%
N#C/C(=C\c1ccc(-c2ccc(F)cc2)o1)C(=O)Nc1nc(-c2cccs2)cs1	-3%	-1%	-1%	-3%	-10%	-1%[46.1 µM]	-0.8%	?	3%	36	15%

Assay outcomes (PubChem)
